High-throughput results (PubChem)
A549 tox: A549 cytotoxicity, counter-screen for Nrf2 inhibitors; A549 ARE-Fluc cells, CellTiter-Fluor viability, 18-24 h; Potency, µM (series often up to 46 µM), inactives show at the top dose activity change, negative = cytotoxicity, usual class: inhibitors; actives 0.16% (n = 390,000); AID 504648; note: % is set by controls: 0 for no effect and ±100 for the full control effect
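A549 ARE_Fluc cells in 5% FBS OPTI-MEM were exposed to compounds in concentration-response for 18-24 h at 37 deg C. Viability was read by CellTiter-Fluor fluorescence (Ex 405/Em 525) after 30 min, before the luciferase read.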
HepG2 tox: HepG2 cytotoxicity, counter-screen for TGF-b inhibitors | HepG2 CAGA-GFP viability, ATP luminescence, 18 h | Potency, µM (top dose mostly 46.1 µM), inactives show top-dose activity change, negative = cytotoxicity, usual class: cytotoxic | actives 0.76% (n = 410,000) | AID 588856; note: some results filed as inactive show a strong effect at the top dose
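CellTiter-Glo luminescence gave cytotoxicity after 18 hours at 37 degrees C. The cells were HepG2 CAGA-GFP in 1% FBS DMEM, stimulated with 500 pg/mL TGF-beta after compound addition. %Activity was normalised to no-cell wells (complete cell-killing) and DMSO (no toxicity), and curves were fitted and classified.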
Nrf2 activator: Nrf2 pathway activation; AID 624171; AREc32 ARE-luciferase reporter (MCF7-derived line), luminescence, 24 h; actives 0.31% (n = 410,000); Potency, µM (highest dose often 46.1 µM), without a hit: top-dose activation, most hits filed as activators; note: % of control where 0% means no effect; nearly all actives have a fitted effect of over 65% in size
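Reporter line AREc32 (ARE-Fluc), seeded overnight in OPTI-MEM with 5% FBS; compound pin-transferred, 24 hr at 37 deg C, 5% CO2; luminescent read-out.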
ATXN2 expr inh: ATXN2 expression inhibition. Potency, µM (series often up to 57 µM), without a hit: at the highest dose activity change, negative = inhibition, usual class: inhibitors. HEK-293 ATXN2-luciferase reporter, luminescence, 24 h. actives 0.72% (n = 360,000); note: % is set by controls: 0 for no effect and ±100 for the full control effect; nearly all actives have a fitted effect of over 55% in size
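ATXN2-luciferase reporter cells (luciferase flanked by upstream and downstream ATXN2 gene portions) were treated 24 h at 37 °C with compounds at up to 57 uM. SteadyGlo luminescence gave expression; GF-AFC fluorescence gave viability.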
MCF10A rerep: inducers of DNA re-replication in MCF 10A breast cells | actives 2.9% (n = 350,000) | Potency, µM (doses to about 46.1 µM), for inactives: at the highest dose activity, positive = re-replication, hits mostly activators | MCF 10A DNA re-replication, Hoechst nuclear intensity, 48 h | AID 624296; note: % of control where 0% means no effect; nearly all actives have a fitted effect of over 50% in size
Nrf2 inh: Nrf2 pathway inhibition. A549 ARE-Fluc reporter, luciferase luminescence, 18-24 h. actives 2.1% (n = 360,000). AID 504444. Potency, µM (top dose mostly 46 µM), without a hit: at the top dose activity change, negative = inhibition, actives largely listed as inhibitors; note: % is set by controls: 0 for no effect and ±100 for the full control effect; nearly all actives have a fitted effect of over 60% in size
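A549 ARE_Fluc cells (5000/well, 5% FBS OPTI-MEM) pre-incubated 2 h, then treated with compounds 18-24 h at 37C/5% CO2 in concentration-response. CellTiter-Fluor viability read first; BugLite luciferase luminescence after 15 min at room temperature gives Nrf2 activity.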
ATXN viability: viability counter-screen for ATXN expression inhibitors; AID 651635; S2 cells (HEK-293 line with an ATXN2-luciferase reporter) viability, CellTiter-Fluor protease fluorescence, 24 h; actives 0.49% (n = 400,000); Potency, µM (highest dose often 56.7 µM), usual class: cytotoxic; note: nearly all actives have a fitted effect of over 40% in size
TGFb inhibitor: TGF-b pathway inhibition. actives 1.2% (n = 410,000). HepG2 CAGA-GFP TGF-b/SMAD3 reporter, GFP fluorescence, 18 h; TGF-beta stimulated, 500 pg/mL final. Potency, µM (series often up to 46.1 µM), inactives show at the top dose activity, negative = inhibition, actives largely listed as inhibitors; note: % is set by controls: 0 for no effect and ±100 for the full control effect; nearly all actives have a fitted effect of over 65% in size
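Inhibition of TGF-beta-driven CAGA-GFP reporter expression in HEPG2 cells is measured by cellular GFP fluorescence after 18 h stimulation with 500 pg/mL recombinant TGF-beta in 1% FBS medium at 37 degrees C.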
EPAC2 antagonist: EPAC2 (human) antagonism; Potency, µM (titrated, usually from 114 µM), for the others: top-dose activity, negative = inhibition, hits mostly inhibitors; AID 720708; actives 0.18% (n = 360,000); EPAC2 GEF exchange of Rap1B-BODIPY-GDP, fluorescence; Q8WZA2; note: % is set by controls: 0 for no effect and ±100 for the full control effect; nearly all actives have a fitted effect of over 45% in size; many of its hits are not listed in these tables
Target sequence (Q8WZA2 whole entry, looked up): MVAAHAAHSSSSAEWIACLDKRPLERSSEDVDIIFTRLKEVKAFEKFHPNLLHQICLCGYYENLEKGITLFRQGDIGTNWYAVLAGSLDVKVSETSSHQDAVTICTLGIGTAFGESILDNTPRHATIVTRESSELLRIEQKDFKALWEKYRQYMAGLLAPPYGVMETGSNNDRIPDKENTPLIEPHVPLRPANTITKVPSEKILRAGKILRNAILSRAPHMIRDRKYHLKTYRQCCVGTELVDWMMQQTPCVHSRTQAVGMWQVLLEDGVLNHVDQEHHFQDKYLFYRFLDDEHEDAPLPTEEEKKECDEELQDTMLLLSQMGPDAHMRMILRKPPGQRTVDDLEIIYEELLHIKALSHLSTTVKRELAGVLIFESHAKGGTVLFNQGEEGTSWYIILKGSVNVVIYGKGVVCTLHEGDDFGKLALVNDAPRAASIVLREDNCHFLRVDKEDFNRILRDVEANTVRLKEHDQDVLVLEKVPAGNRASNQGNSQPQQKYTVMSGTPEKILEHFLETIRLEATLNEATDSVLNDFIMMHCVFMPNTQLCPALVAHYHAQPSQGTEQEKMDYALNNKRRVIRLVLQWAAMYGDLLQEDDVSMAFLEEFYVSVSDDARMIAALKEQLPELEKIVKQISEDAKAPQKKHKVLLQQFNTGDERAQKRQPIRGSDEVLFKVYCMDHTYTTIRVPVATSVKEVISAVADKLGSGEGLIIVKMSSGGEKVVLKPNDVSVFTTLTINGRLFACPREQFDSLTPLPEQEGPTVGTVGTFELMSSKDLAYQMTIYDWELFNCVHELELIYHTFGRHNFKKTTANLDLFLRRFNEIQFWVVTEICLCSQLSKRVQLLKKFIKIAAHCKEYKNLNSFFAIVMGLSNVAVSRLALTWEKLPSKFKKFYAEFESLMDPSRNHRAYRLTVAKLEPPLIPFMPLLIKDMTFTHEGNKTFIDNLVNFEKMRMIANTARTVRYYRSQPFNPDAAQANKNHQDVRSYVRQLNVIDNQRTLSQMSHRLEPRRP
* = called active by the depositor; i = inactive; ? = inconclusive; . = no result given; & = joins results of further samples; [ ] = remark or other dose. Calls come from the whole dose curve; as a rule, active = well fitted curve in the direction sought with a large enough effect; inconclusive = small, poorly fitted or top-dose-only effect, or another doubt; inactive = no such curve, though single readings can be large; an effect the other way counts as inactive or inconclusive. Potency is the fitted concentration of half-maximal effect.

compound	A549 tox	HepG2 tox	Nrf2 activator	ATXN2 expr inh	MCF10A rerep	Nrf2 inh	ATXN viability	TGFb inhibitor	EPAC2 antagonist
Cn1c2c(c(=O)n(C)c1=O)C(c1ccc(O)cc1)Nc1ccccc1O2 (stereo not drawn)	14.3%	-17.5%	0.0%	-1.2%	-2.7%	6.1%	?	1.5%	-2.4%
COc1cc(C)c(C)cc1S(=O)(=O)N1CCN(Cc2ccccc2)CC1	6.9%	-11.1%	0.1%	-8.7%	?	12.6%	i	3.6%	-17.5%
Cc1ccccc1-n1c(SCC(=O)N/N=C/c2c(C)nn(-c3ccccc3)c2C)nc2ccccc2c1=O	?	7.0%	2.0%	-18.9%	?	?	?	?	-1.4%
Cc1ccc(-n2c(Cn3cnc4ccccc43)nnc2SCC(=O)O)cc1	-6.8%	-2.2%	-0.2%	-2.8%	-2.2%	2.4%	i	2.1%	1.7%
COc1ccc(CCN(C)C(=S)NC(=O)c2ccc(F)cc2Cl)cc1OC	-8.5%	15.3%	-0.3%	-1.6%	-6.2%	?	i	0.7%	5.7%
Cc1cccc(NC(=O)CSc2nc(=O)n(CCCN3CCOCC3)c3c2CCCC3)c1	-1.9%	-19.6%	-0.2%	9.0%	11.5%	?	i	0.0%	1.2%
O=C(CSc1nc2ccccc2[nH]1)NC(=O)NCc1ccco1	-1.0%	-36.0%	17.2%	2.2%	-8.4%	-16.2%	i	-0.3%	-9.1%
Cn1c(CSc2ncccn2)nnc1SCC(=O)N1CCCC1	7.7%	-31.6%	0.5%	-20.2%	1.5%	4.2%	i	7.5%	5.3%
O=c1cc(-c2cccc([N+](=O)[O-])c2)[nH][nH]1	2.0%	-0.2%	0.3%	3.1%	-8.7%	-5.9%	i	3.6%	1.2%
CCOC(=O)N(C)c1c(CC)nc2c(OCCC3CCCCC3)cccn12	.	-51.3%	-0.6%[9.22 µM]	?	.	.	?	?	-20.5%
O=NN(CCCl)C(=O)NCCCl	-4.5%	-2.1%	-1.0%	1.2%&-5.2%&8.1%	-6.3%&1.1%	10.6%	i	2.4%	11.2%
CCc1ccc(C(=O)Nc2ccc3nc(C)ccc3c2)cc1	-5.8%	-17.5%	2.5%	41.3%[activator]	6.8%	-16.9%	i	0.0%	-6.0%
CCc1ccc(C(=O)Nc2ccc(C)c(NS(C)(=O)=O)c2)cc1	-15.0%	-52.6%	5.1%	.	0.6%	?	i	?	1.6%
CCOC(=O)N1CCN(C(=O)COC(=O)c2oc3ccc(OC)cc3c2C)CC1	0.4%	-37.2%	-0.6%	0.4%	10.3%	-2.5%	i	1.3%	-5.4%
CN(Cc1cnccn1)Cc1ccccc1OCC(O)CN1CCc2ccccc2C1 (stereo not drawn)	-9.3%	-33.5%	4.4%	-12.7%	0.1%	8.4%	i	3.3%	-6.4%
CCOCCn1c(COc2ccccc2)nc2ccccc21	-1.4%	-38.3%	0.0%	10.3%	23.7%	-3.4%	i	-1.2%	-18.4%
Cc1ccc(NC(=S)NC(=O)CC2CC(C)(C)OC2=O)cc1 (stereo not drawn)	-2.1%	8.6%	3.1%	.	-11.0%	5.9%	i	8.5%	6.7%[57.1 µM]
CCCOc1ccc(N2C(=O)CC(N3CCOCC3)C2=O)cc1 (stereo not drawn)	0.6%	-9.6%	0.3%	2.9%	1.7%	-9.2%	i	-18.7%	13.5%
Cc1cc(O)c(Sc2ccc(Cl)cc2)c(=O)[nH]1	-8.9%	-32.9%	-0.6%	7.5%	2.2%	-12.2%	i	13.2%	-1.3%
O=C(NNc1ccc([N+](=O)[O-])cc1[N+](=O)[O-])c1ccco1	?	-33.5%	-0.1%	?	8.5%	-7.9%	?	?	-17.0%
NNc1nc2c(Cl)c(Cl)ccc2s1	-2.6%	-19.0%	18.3%	20.4%	?	?	i	?	-1.8%
COc1cc(CNn2nnnc2N)ccc1OCc1c(Cl)cccc1Cl	-27.9%	-3.2%	-0.5%	-4.0%	0.5%	?	i	1.0%	0.2%
Cc1ccc(C)n1NC(=O)c1cccs1	5.4%	-46.0%	0.6%	1.2%	-3.9%	6.9%	i	?	-6.1%[57.1 µM]
Cc1noc(C)c1C(=O)Nc1cccc(S(=O)(=O)N2CCOCC2)c1	1.5%	11.8%	0.1%	0.7%	-2.1%	-2.2%	i	17.9%	3.3%
COc1cccc(/C=N/Nc2nnc3c(n2)[nH]c2ccccc23)c1OC	0.8%	-2.8%	16.4%	15.1%	4.9%	?	i	2.7%	6.9%

Entries of single compounds as entered above. Order of screens: A549 tox | HepG2 tox | Nrf2 activator | ATXN2 expr inh | MCF10A rerep | Nrf2 inh | ATXN viability | TGFb inhibitor | EPAC2 antagonist
Entry for Cc1ccccc1-n1c(SCC(=O)N/N=C/c2c(C)nn(-c3ccccc3)c2C)nc2ccccc2c1=O = ? | 7.0% | 2.0% | -18.9% | ? | ? | ? | ? | -1.4%
Entry for Cc1noc(C)c1C(=O)Nc1cccc(S(=O)(=O)N2CCOCC2)c1 = 1.5% | 11.8% | 0.1% | 0.7% | -2.1% | -2.2% | i | 17.9% | 3.3%

The listing continues.
compound	A549 tox	HepG2 tox	Nrf2 activator	ATXN2 expr inh	MCF10A rerep	Nrf2 inh	ATXN viability	TGFb inhibitor	EPAC2 antagonist
CCCCCc1ccc(CC(=O)O)cc1	0.9%	-1.7%	-0.8%	-1.0%	3.2%	-8.6%	?	3.1%	4.1%
CCOC(=O)N(C)S(=O)(=O)c1ccccc1[N+](=O)[O-]	-0.4%	-3.9%	2.7%	-6.7%	4.0%	8.0%	i	1.8%	-2.4%
CC(C)C(C(=O)NCc1ccco1)N(C(=O)CNS(=O)(=O)c1ccccc1)C1CCCC1 (stereo not drawn)	-1.6%	9.4%	-0.4%	-1.3%	5.8%	.	i	-3.9%	3.5%
Cc1cc2nc(C(C)(C)C)cc(N)n2n1	0.4%	-1.8%	-0.3%	2.1%	14.1%	-13.5%	i	-5.9%	0.6%
O=C(CSc1ccc2nnc(-c3cccnc3)n2n1)Nc1ccccc1F	.	-0.4%	0.4%	.	.	.	?	5.8%	6.5%
O=S(=O)(NCCc1ccccc1)c1ccc(Br)cc1	0.4%	-3.6%	-0.3%	6.1%	0.0%	-3.6%	i	-9.6%	-18.6%
Clc1ccc(-c2nnc(CNC3CC3)o2)cc1	-2.6%	4.0%	3.4%	.	-4.1%	9.1%	i	1.0%	3.7%[57.1 µM]
CN(C)CCCNc1oc(-c2ccccc2Cl)nc1S(=O)(=O)c1ccc(F)cc1	7.0%	-65.2%	5.9%	-20.9%	-1.6%	-1.0%	i	?	-5.6%
CC(=O)Nc1ccc2c(c1)CN(c1cc(C)ccc1C)CO2	17.4%	-13.6%	0.1%[9.22 µM]	1.5%	-4.6%	10.3%	i	?	0.7%
Nn1c(Cc2cccc3ccccc23)nnc1SCc1c(F)cccc1Cl	-4.7%	-25.7%	2.9%	-5.5%	17.7%	2.8%	i	?	-2.3%
CCOC(=O)CNC(=O)C(Cc1ccccc1)NS(=O)(=O)c1ccc2c(c1)CCC(=O)N2 (stereo not drawn)	3.9%	5.3%	-0.5%	7.4%	10.9%	24.1%	i	-3.2%	5.0%
CC(Oc1ccccc1F)c1nnc(SCC(=O)Nc2ccc(N3CCOCC3)cc2)o1 (stereo not drawn)	-4.9%	-2.9%	0.4%	5.4%	-5.7%	-6.8%	?	-3.6%	-2.3%
Cc1c(CCC(=O)O)c(=O)oc2cc3occ(-c4ccc(Cl)cc4)c3cc12	-2.2%	-15.5%	9.2%	-6.3%	?	-0.4%	i	8.6%	-26.6%
CCOC(=O)c1nc(C)nc(Sc2n[nH]c(-c3ccccc3)n2)c1C	6.9%	-16.9%	2.6%	.	15.9%	1.3%	?	-21.6%	1.7%
CC(C)=CCc1c(O)ccc(C2COc3c(CC=C(C)C)c(O)cc(O)c3C2=O)c1O (stereo not drawn)	5.2%	-34.2%	2.0%	14.4%	?	-4.7%	i	?	-4.6%
Cc1cccc(NC(=O)CSc2nc(NS(=O)(=O)c3ccccc3)cc(=O)[nH]2)c1	1.7%	-21.4%	-0.2%	2.4%	-1.2%	15.4%	i	1.3%	0.4%
O=C(NC1(C(F)(F)F)N=C(c2ccccc2)N(C2CCCCC2)C1=O)c1ccc(F)cc1 (stereo not drawn)	-8.7%	-26.0%	0.0%	4.5%	.	4.8%	i	-2.0%	.
O=C(O)c1cccc(NC(=O)c2cccc(NC(=O)C3CCCO3)c2)c1 (stereo not drawn)	-2.7%	-0.2%	-2.1%	8.91µM*	-0.6%	-11.7%	i	-18.0%	-0.4%
Cc1ccc2c(=O)cc(C(=O)Nc3ccc(S(=O)(=O)Nc4onc(C)c4C)cc3)oc2c1	-3.2%&-8.1%	11.5%&9.1%	-0.1%&-0.6%	5.1%&4.7%	0.4%	3.5%&5.6%	i	-0.2%&0.5%	-8.6%
Cc1ccc(Cl)cc1NC(=O)c1ccccn1	15.1%	-11.9%	?	4.2%	9.7%	25.8%	.	3.3%	-14.1%
Cc1noc(C)c1C(=O)OCC(=O)NCCc1ccc(S(N)(=O)=O)cc1	-0.5%	-2.6%	0.3%	5.5%	1.5%	5.0%	i	-1.2%	14.1%
COc1ccc(OC)c(NC(=O)CSc2ccnc(=O)[nH]2)c1	8.4%	-10.3%	0.0%	13.5%	.	.	i	-3.1%	.
CCN1CCN(CC(=O)Nc2ccc(S(=O)(=O)N3C(C)CCCC3C)cc2)CC1 (stereo not drawn)	2.6%	-18.0%	-0.6%	-20.5%	-4.4%	-0.4%	i	-22.5%	-1.0%
CC1CC1C(=O)OCC(=O)NC(=O)NC12CC3CC(CC(C3)C1)C2 (stereo not drawn)	5.1%	-13.1%	3.3%	.	1.2%	?	i	0.3%	-12.0%
Cc1cccc([C@@H]2[C@@H]3C(=O)N(Cc4ccccc4)C(=O)[C@@H]3[C@]3(Cc4ccccc4)C(=O)N(c4cccc(Cl)c4)C(=O)N23)c1	-3.6%	-5.7%	-1.2%	3.0%	4.2%	?	i	?	3.4%

This is a subset, so the mix of outcomes need not match the whole.
